Screens from PubChem BioAssay.
ROMK mod: ROMK potassium channel modulators, primary screen, cell-based, thallium flux, MLSMR library | ATP-sensitive inward rectifier potassium channel 1 (Homo sapiens), P48048 | Tet-inducible ROMK, thallium flux fluorescence; actives lie on both sides | B-score at 10 µM | 130,000 tested, 2% active | AID 1918, 2009;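 active = signal ratio slope over the read window, or its plate-corrected B-score, at least 3 SD from the plate mean, either direction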;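 note: B-score of the F/F0 ratio slope over 7 to 12 s after thallium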
STAT3 activator: IL-6 driven STAT3 reporter potentiators, primary screen, U3A cells, luciferase, luminescence, MLSCN library | IL-6 STAT3-luciferase reporter; 100% = signal with IL-6 EC80 alone | activation (% of control), % at 5.6 µM | 190,000 tested, 0.91% active | AID 871, 2007;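 active = activation above the screen-wide mean of compound activation plus 3 SD, cut at about 130% in these data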;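 note: 0% = background luminescence of wells with medium and substrate only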
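Material: STAT3-luciferase reporter U3A cells; Probe or stimulus: IL-6 (33 ng/mL); Incubation: compound pre-incubation 1 h before IL-6, then 6 h stimulation at 37 °C; Technique: luminescence from STAT3-driven luciferase reporter; Evaluation: % activation versus median of IL-6-stimulated wells; Controls: IL-6-only high control.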
RAM inhibit: inhibitors of the yeast RAM network, primary screen, dse1pr::URA3 reporter, 5-FOA selection. S. cerevisiae dse1pr::URA3 reporter, 5-FOA growth OD615, 2 d; analog-sensitive cbk1-as2 kinase mutant strain. inhibition, % at 50 µM. 190,000 tested, 1.8% active. AID 868, 2007;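 active = inhibition above a set limit, 3 SD over mean compound inhibition, cut at about 8.4% in these data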;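 note: 0% = DMSO-only wells with no growth and 100% = 10 µM 1-NA-PP1 full growth; inhibition rescues growth on 5-FOA so higher OD means more RAM inhibition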
TLR4 MyD88 comp: inhibitors of TLR4-MyD88 association in cells, primary screen, cell-based, HeLa CL3-4, BLA complementation, FRET ratio; HeLa CL3-4 TLR4/MyD88 BLA complementation; AID 861, 2007; Toll-like receptor 4 (Homo sapiens) + Myeloid differentiation primary response protein …; 200,000 tested, 0.18% active; inhibition, % at 8.4 µM; in the data active = inhibition above about 25%;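 note: 0% = vehicle and 100% = reference inhibitor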
Target sequence (O00206 whole entry, looked up): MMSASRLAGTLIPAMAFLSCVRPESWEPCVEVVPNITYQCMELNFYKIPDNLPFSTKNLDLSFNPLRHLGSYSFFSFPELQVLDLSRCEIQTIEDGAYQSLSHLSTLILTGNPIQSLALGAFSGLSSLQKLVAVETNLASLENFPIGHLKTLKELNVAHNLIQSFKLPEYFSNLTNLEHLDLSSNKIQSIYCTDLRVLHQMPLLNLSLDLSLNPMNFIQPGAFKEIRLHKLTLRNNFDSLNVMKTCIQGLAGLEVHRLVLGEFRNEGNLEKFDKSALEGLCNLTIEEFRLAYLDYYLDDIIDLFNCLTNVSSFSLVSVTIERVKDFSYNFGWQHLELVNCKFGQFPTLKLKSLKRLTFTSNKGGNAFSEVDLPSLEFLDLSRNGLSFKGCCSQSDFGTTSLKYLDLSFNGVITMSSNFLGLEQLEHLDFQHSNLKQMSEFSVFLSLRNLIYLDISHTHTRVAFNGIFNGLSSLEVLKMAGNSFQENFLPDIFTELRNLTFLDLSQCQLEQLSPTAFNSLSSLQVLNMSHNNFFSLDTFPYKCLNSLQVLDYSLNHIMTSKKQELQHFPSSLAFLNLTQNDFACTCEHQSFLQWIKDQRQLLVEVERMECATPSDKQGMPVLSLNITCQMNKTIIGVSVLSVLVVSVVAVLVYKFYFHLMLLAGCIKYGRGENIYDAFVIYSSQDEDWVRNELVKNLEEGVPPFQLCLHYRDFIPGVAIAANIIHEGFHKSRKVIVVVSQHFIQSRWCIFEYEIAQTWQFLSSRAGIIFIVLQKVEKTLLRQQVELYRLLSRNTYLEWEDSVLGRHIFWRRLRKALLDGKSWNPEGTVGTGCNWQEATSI
Target sequence (Q99836 whole entry, looked up): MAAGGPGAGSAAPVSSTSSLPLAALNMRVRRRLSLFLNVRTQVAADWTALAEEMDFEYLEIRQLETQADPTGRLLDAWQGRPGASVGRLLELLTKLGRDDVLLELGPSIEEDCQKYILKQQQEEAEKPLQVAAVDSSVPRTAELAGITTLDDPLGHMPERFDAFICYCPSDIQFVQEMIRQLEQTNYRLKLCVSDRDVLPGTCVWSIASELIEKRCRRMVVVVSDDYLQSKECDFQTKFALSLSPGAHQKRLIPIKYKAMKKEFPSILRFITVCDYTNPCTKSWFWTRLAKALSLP
STAT3 inh: IL-6 driven STAT3 reporter inhibitors, primary screen, U3A cells, luciferase, luminescence, MLSCN library; IL-6 STAT3-luciferase reporter; host cell line lacks STAT1; inhibition, % at 5.5 µM; AID 862, 2007; 190,000 tested, 0.89% active;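 active = inhibition above the mean inhibition across all screened compounds plus 3 SD, cut at about 44% in these data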;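 note: 0% = DMSO only wells and 100% = 100 µM nifuroxazide control wells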
PPARg SRC3 recr: PPARgamma agonists recruiting SRC-3 coactivator, primary screen, biochemical; Peroxisome proliferator-activated receptor gamma (Homo sapiens), P37231; biochemical PPARgamma/SRC-3 coactivator recruitment assay; activation, % at 8 µM; 200,000 tested, 0.26% active; AID 731, 2007; in the data active = activation above about 23%;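 note: 0% = DMSO and 100% = reference agonist; some compounds past the cut are filed as inactive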
S1P3 antagonist: S1P3 receptor antagonists, primary screen, cell-based; 170,000 tested, 0.27% active; CHO S1P3 NFAT-BLA reporter, FRET fluorescence, antagonist mode; inhibition, % at 4.98 µM; AID 485, 2006; Sphingosine 1-phosphate receptor 3 (Homo sapiens), Q99500;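 active = inhibition above the plate cutoff, the mean inhibition of test wells on that plate plus 3 SD, cut at about 28% in these data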;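 note: cells challenged with S1P at its EC80 of 0.8 µM; blue over green emission ratio from cleaved BLA substrate after 4 h stimulation; 0% = S1P-stimulated wells and 100% = unstimulated DMSO-only wells; some compounds past the cut are filed as inactive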
PPARg SRC1 recr: PPARgamma agonists recruiting SRC-1 coactivator, primary screen, biochemical. Peroxisome proliferator-activated receptor gamma (Homo sapiens), P37231. PPARgamma-SRC-1 coactivator recruitment biochemical assay. activation, % at 8 µM. 200,000 tested, 0.41% active. AID 631, 2007; in the data active = activation above about 19%;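 note: 0% = DMSO and 100% = reference agonist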
PPARg SRC2 recr: agonists of PPARg-SRC-2 recruitment, primary screen, biochemical, HTS. Peroxisome proliferator-activated receptor gamma (Homo sapiens), P37231. PPARgamma LBD-SRC-2 recruitment. activation, % at 8 µM. 200,000 tested, 0.34% active. AID 1032, 2008; in the data active = activation above about 22%;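 note: 0% = vehicle and 100% = reference agonist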
TR-FRET SRC-2 ct: TR-FRET signal artefacts, primary screen, artefact control for PPARgamma SRC-2 agonist project, biochemical. TR-FRET artefact counter-screen; hits give high values. TR-FRET ratio at 8 µM. 200,000 tested, 0.4% active. AID 1049, 2008; in the data active = TR-FRET ratio above about 2000; note: inactives centre near 1500
STAT1 inh: STAT1 signaling inhibitors, primary screen, cell-based, HTS, luciferase reporter | NIH 3T3 STAT1-luciferase reporter, IFN-gamma, luminescence | inhibition, % at 5.5 µM | 200,000 tested, 0.35% active | AID 920, 2007;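 active = inhibition above a set limit, the mean inhibition across all tested compounds plus 3 SD, cut at about 34% in these data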;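 note: 0% = IFN-gamma with DMSO and 100% = IFN-gamma with 300 µM nifuroxazide; values of inactives mirror those of a sister screen read the other way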
Starred values were filed as active, the others as inactive; / = not tested or not shown.

SMILES | ROMK mod | STAT3 activator | RAM inhibit | TLR4 MyD88 comp | STAT3 inh | PPARg SRC3 recr | S1P3 antagonist | PPARg SRC1 recr | PPARg SRC2 recr | TR-FRET SRC-2 ct | STAT1 inh
CCN(C(=O)CSc1nnc(-c2ccccc2)o1)c1c(N)n(Cc2ccccc2)c(=O)[nH]c1=O | -0.26 | 107 | -1.2 | -15 | -6 | -4 | -12 | -9 | -3 | 1506 | 1
Cc1cc(C)c2c(-n3cccc3)c(NC(=O)OCc3ccccc3)sc2n1 | / | 104 | 5.6 | -6 | 1 | 2 | / | 9 | 9 | 1577 | -4
COc1ccccc1CNC(=O)c1cc2c(s1)CS(=O)(=O)C2 | / | 96 | -0.8 | 6 | 11 | 4 | 2 | 6 | 6 | 1721 | 6
CCOC(=O)CN1CC23C=CC(O2)C(C(=O)Nc2ccc(F)cc2)C3C1=O (stereo unspecified) | 0.35 | 105 | 0.2 | 8 | -5 | 3 | -25 | 4 | -1 | 1486 | -1
O=C(Cn1nnc2ccccc2c1=O)NCc1ccc(Cl)cc1 | 0.5 | 101 | 1.6 | 9 | 5 | 0 | 9 | -5 | 5 | 1496 | -8
Fc1ccccc1/C=N/Nc1ncnc2ccccc12 | -0.089 | 84 | 0.9 | 8 | 26 | -2 | 17 | -2 | 5 | 1542 | -29
CC(=O)NC(Cc1ccc(C)cc1)C(=O)NC1CCN(c2ncccc2[N+](=O)[O-])CC1 (stereo unspecified) | -1.2 | 103 | -1.0 | -5 | -6 | 1 | -8 | 1 | -1 | 1603 | -1
Cc1ccccc1C(=O)N1CCC(C(=O)N2CCN(S(=O)(=O)c3ccccc3F)CC2)CC1 | / | 95 | 1.6 | -6 | 8 | 2 | 11 | -7 | -5 | 1600 | 1
CC(C)(C)SCCNC(=O)c1ccc(Cl)c([N+](=O)[O-])c1 | 0.0095 | 103 | -1.8 | 0 | -3 | -1 | -10 | -2 | 3 | 1459 | -12
O=C(NCCc1c[nH]c2ccccc12)C(=O)NCC1OCCN1S(=O)(=O)c1ccc(Cl)cc1 (stereo unspecified) | -0.44 | 100 | 5.2 | 9 | 0 | 3 | 11 | 4 | 9 | 1544 | 5
O=C(NCCCN1CCc2ccccc2C1)C1CCN(S(=O)(=O)N2CCCC2)CC1 | / | 103 | 0.1 | 10 | 1 | -6 | -60 | 4 | 0 | 1423 | -6
O=C(CCS(=O)(=O)c1ccccc1)NCCS(=O)(=O)c1ccccc1 | -0.067 | 103 | -0.1 | -2 | -1 | -1 | -4 | -5 | 0 | 1374 | 1
O=C(Nc1ccsc1C(=O)NC1CCCCC1)c1ccc(F)cc1 | / | 108 | 3.8 | 12 | 1 | -6 | / | 0 | 2 | 1478 | 1
COc1cc(/C=C/C(=O)OCC(=O)NC(=O)NC(C)(C)C)ccc1OCC#N | 0.72 | 102 | 0.7 | -10 | -5 | 2 | -4 | 3 | 10 | 1644 | -7
CCn1c(=O)cc(SCC(=O)N(C)Cc2ccccc2)c2ccccc21 | -2.4 | 93 | -0.7 | -2 | 12 | 34* | / | 32* | 47* | 2336* | 12
COC(=O)c1ccc(C(c2c(N)n(CC(C)C)c(=O)[nH]c2=O)N2CCN(c3ccccc3)CC2)cc1 (stereo unspecified) | / | 99 | 1.9 | 3 | 6 | 5 | -35 | -5 | 0 | 1461 | 10
O=S(=O)(Nn1cnnc1)c1ccccc1 | 0.89 | 97 | 0.4 | 9 | 6 | 3 | / | 5 | 5 | 1549 | 8
O=C(CSc1nnc(-c2ccco2)c(-c2ccco2)n1)c1ccccc1 | 0.15 | 104 | 10* | -16 | -3 | -1 | -26 | 4 | 4 | 1511 | -7
COc1ccccc1N1CCN(CC(O)COc2ccc3c(c2)OCO3)CC1 (stereo unspecified) | -0.88 | 101 | 1.6 | 6 | 4 | 6 | 9 | -1 | 6 | 1643 | -3
Cc1cc(=O)oc2c(CN3CCN(C)CC3)c(O)c(Cl)cc12 | -0.07 | 100 | 0.7 | 7 | 4 | 5 | / | 2 | 0 | 1450 | -2
CCOc1cc(C)ccc1OCc1nnc(SCC(=O)c2cccc([N+](=O)[O-])c2)n1CC | / | 102 | 8.2 | 8 | 3 | -2 | / | 6 | 8 | 1575 | 3
O=C(N/N=C/c1cccnc1)c1ccccc1NS(=O)(=O)c1cccs1 | 0.3 | 98 | 1.2 | 3 | 10 | -2 | -11 | 2 | -9 | 1336 | 2
O=C(Nc1ccccc1C(F)(F)F)c1cc2ncc(CCCl)cn2n1 | 1.1 | 102 | 5.1 | 3 | -1 | 0 | -13 | 0 | -3 | 1514 | 4
Cc1ccc(C(=O)NCCSc2snnc2C)cc1 | / | 95 | 0.0 | 1 | 11 | 13 | / | 5 | 4 | 1752 | -6
CC(=O)c1sc(N/N=C2\CC3CCC2(C)C3(C)C)nc1C (stereo unspecified) | -0.39 | 106 | 0.2 | -2 | -5 | 4 | 17 | 10 | 0 | 1541 | -24

Not a retest: an excerpt of the list.
SMILES | ROMK mod | STAT3 activator | RAM inhibit | TLR4 MyD88 comp | STAT3 inh | PPARg SRC3 recr | S1P3 antagonist | PPARg SRC1 recr | PPARg SRC2 recr | TR-FRET SRC-2 ct | STAT1 inh
Cc1cc(C)c2c(-n3cccc3)c(NC(=O)OCc3ccccc3)sc2n1 | / | 104 | 5.6 | -6 | 1 | 2 | / | 9 | 9 | 1577 | -4
COc1ccccc1CNC(=O)c1cc2c(s1)CS(=O)(=O)C2 | / | 96 | -0.8 | 6 | 11 | 4 | 2 | 6 | 6 | 1721 | 6
CCOC(=O)CN1CC23C=CC(O2)C(C(=O)Nc2ccc(F)cc2)C3C1=O (stereo unspecified) | 0.35 | 105 | 0.2 | 8 | -5 | 3 | -25 | 4 | -1 | 1486 | -1
O=C(Cn1nnc2ccccc2c1=O)NCc1ccc(Cl)cc1 | 0.5 | 101 | 1.6 | 9 | 5 | 0 | 9 | -5 | 5 | 1496 | -8
Fc1ccccc1/C=N/Nc1ncnc2ccccc12 | -0.089 | 84 | 0.9 | 8 | 26 | -2 | 17 | -2 | 5 | 1542 | -29
CC(=O)NC(Cc1ccc(C)cc1)C(=O)NC1CCN(c2ncccc2[N+](=O)[O-])CC1 (stereo unspecified) | -1.2 | 103 | -1.0 | -5 | -6 | 1 | -8 | 1 | -1 | 1603 | -1
Cc1ccccc1C(=O)N1CCC(C(=O)N2CCN(S(=O)(=O)c3ccccc3F)CC2)CC1 | / | 95 | 1.6 | -6 | 8 | 2 | 11 | -7 | -5 | 1600 | 1

Next part:
SMILES | ROMK mod | STAT3 activator | RAM inhibit | TLR4 MyD88 comp | STAT3 inh | PPARg SRC3 recr | S1P3 antagonist | PPARg SRC1 recr | PPARg SRC2 recr | TR-FRET SRC-2 ct | STAT1 inh
CCN(CCCNC(=O)CCNC(=O)Cn1cnc2ccccc2c1=O)c1ccccc1 | 0.45 | 107 | 0.2 | 4 | -4 | -2 | -11 | 14 | -7 | 1604 | 4
CC(=O)c1c(C)[nH]c(C(=O)OCC(=O)N2CCc3ccccc32)c1C | / | 93 | 0.0 | -3 | 12 | 4 | / | 12 | 8 | 1621 | -15
COc1ccc(C)cc1N(C(=O)c1ccccc1F)c1nc2ccccc2s1 | -2.5* | 124 | 3.2 | 8 | -28 | -3 | -3 | -1 | -9 | 1554 | 2
CC(=O)Nc1ccc(-n2cnnn2)cc1 | 1.2 | 96 | 1.9 | 1 | 9 | 4 | / | 2 | 16 | 1714 | 0
CCCC(CCC)n1[nH]c(=O)c2c(C)cc(C)nc21 | / | 101 | 1.4 | -4 | 0 | -3 | -2 | 9 | 2 | 1482 | 0
C=CCn1c(CNC(=O)c2ccco2)nnc1SCC(=O)c1ccc(OC)cc1 | 0.085 | 108 | -1.1 | 0 | -8 | 7 | -12 | -3 | 11 | 1520 | -3
O=[N+]([O-])c1cccc(N=Cc2sc3ccccc3c2O)c1 | -0.71 | 97 | 0.4 | 3 | 9 | 3 | 6 | -1 | 5 | 1583 | -7
Cc1ccc(SCc2noc(C(=O)NCC3CCCO3)c2C(=O)O)cc1C (stereo unspecified) | / | 95 | -0.3 | 5 | 7 | 21 | / | 8 | 9 | 1653 | -5
COc1cc(C(=O)Nc2cc(-c3cn4cccnc4n3)ccc2C)cc(OC)c1OC | 0.8 | 82 | 2.6 | -13 | 29 | 0 | 0 | -2 | 2 | 1598 | -2
Cc1ccc2nc(-c3ccccc3)cc(C(=O)O)c2c1 | / | 116 | 0.8 | 0 | -13 | -4 | 4 | -3 | 1 | 1467 | -1
CC(C)Oc1ccc(OCCn2c(=S)[nH]c3c(N)ncnc32)cc1 | 0.42 | 99 | 2.0 | -15 | 3 | 9 | -9 | 7 | 2 | 1739 | 9
CCS(=O)(=O)N1CCC(C(=O)NCCCN2CCN(c3ccccc3F)CC2)CC1 | / | 97 | 0.5 | -5 | 9 | -4 | -19 | 3 | -2 | 1585 | -4
CC1(C)CC(=O)C2=C(C1)Oc1ncn(CCCO)c(=N)c1C2c1ccccc1 (stereo unspecified) | -1.8 | 105 | 0.1 | 2 | 1 | 0 | 2 | -4 | 2 | 1454 | -7
CCOC(=O)C1=C(C)N=C2SCCC(=O)N2C1c1ccc(C(=O)OC)cc1 (stereo unspecified) | 0.75 | 104 | 1.0 | 6 | -4 | 3 | / | -1 | -2 | 1564 | 1
COc1ccc(Nc2cc(Cl)nc(N)n2)cc1 | -0.22 | 111 | -1.6 | -1 | -7 | 1 | 1 | -4 | -4 | 1642 | -9
CCOC(=O)c1c(NC(=O)CCN2CCOCC2)sc2c1CC(C)(C)OC2 | 0.62 | 94 | -0.1 | -1 | 11 | -3 | / | 0 | 4 | 1498 | 1
CCOC(=O)Nc1ccc2c(c1)N(C(=O)OC)c1ccccc1CC2 | / | 92 | 1.8 | 0 | 14 | 4 | 9 | 10 | 8 | 1681 | 4
C/C=C/C(=O)OCC(=O)Nc1cccc(S(=O)(=O)NC2=NCCCCC2)c1 | -0.47 | 103 | 0.6 | 7 | -3 | 2 | -22 | 9 | 10 | 1700 | -1
